TDP1 cell CPT – growth inhibition of DT40 Tdp1-/-;hTDP1 cells with camptothecin (screen for TDP1 inhibitors); chicken DT40 Tdp1-/-;hTDP1 cells + 20 nM CPT, ATP luminescence, 48 h; Potency, µM (series often up to 46.2 µM), without a hit: at the highest dose activity change, negative = growth inhibition, most hits filed as inhibitors; actives 12% (n = 420,000); further: nearly all actives have a fitted effect of over 55% in size
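Chicken DT40 Tdp1-/- cells stably complemented with human TDP1 were seeded at 400 cells/well in medium containing 20 nM camptothecin, exposed to pin-transferred compounds, and grown at 37 °C for at least 48 hr. Viability was read as ATP luminescence.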
TDP1 inh – inhibitors of human tyrosyl-DNA phosphodiesterase TDP1 | Q9NUW8 | recombinant TDP1, AlphaScreen DNA substrate cleavage | Potency, µM (series often up to 130 µM), for the others: at the highest dose activity change, negative = inhibition, actives largely listed as inhibitors | actives 0.28% (n = 350,000) | AID 485290; further: nearly all actives have a fitted effect of over 40% in size
Target sequence (Q9NUW8 whole entry, looked up): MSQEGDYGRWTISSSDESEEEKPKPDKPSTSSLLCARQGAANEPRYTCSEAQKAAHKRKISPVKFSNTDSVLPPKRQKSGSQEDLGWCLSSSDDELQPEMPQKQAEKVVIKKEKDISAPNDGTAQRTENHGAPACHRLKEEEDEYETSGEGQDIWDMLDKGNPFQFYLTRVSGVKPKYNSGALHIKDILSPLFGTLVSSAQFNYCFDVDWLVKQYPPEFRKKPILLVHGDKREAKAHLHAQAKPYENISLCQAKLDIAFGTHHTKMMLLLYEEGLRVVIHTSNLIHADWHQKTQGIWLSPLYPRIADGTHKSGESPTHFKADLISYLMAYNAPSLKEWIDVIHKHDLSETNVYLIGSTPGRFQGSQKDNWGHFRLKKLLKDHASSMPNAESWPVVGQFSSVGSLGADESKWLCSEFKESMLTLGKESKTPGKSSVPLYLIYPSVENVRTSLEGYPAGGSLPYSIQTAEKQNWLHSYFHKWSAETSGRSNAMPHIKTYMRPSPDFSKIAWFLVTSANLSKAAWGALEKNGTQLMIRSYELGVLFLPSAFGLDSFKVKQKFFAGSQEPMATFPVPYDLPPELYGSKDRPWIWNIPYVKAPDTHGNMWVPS
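Enzyme-compound mixtures sat 15 min at room temperature, followed by a 5 min reaction with 15 nM final substrate and 10 min with AlphaScreen beads. Recombinant human Tdp1 was used at 1 nM final.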
TDP1 cell noCPT – qHTS for Inhibitors of human tyrosyl-DNA phosphodiesterase 1 (TDP1): qHTS in cells in absence of CPT. DT40 Tdp1-/- hTDP1 cells, no CPT, ATP luminescence, 48 h. Potency, µM (doses to about 46.2 µM), inactives show at the highest dose activity change, negative = growth inhibition, hits mostly inhibitors. actives 15% (n = 420,000). AID 686978, 2013; further: nearly all actives have a fitted effect of over 55% in size
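Readout: luminescence from CellTiter-Glo after 30 min in the dark at RT. Cells: DT40 Tdp1-/- with stable hTDP1, 400/well. Exposure: compounds alone, ≥48 hr, 37 °C.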
Numbers without * were called inactive; ? = inconclusive; . = not tested or not shown; [ ] = dose if it differs, or a comment. The call rests on the fitted dose curve; in most records, active means well fitted curve in the direction sought with a large enough effect; inconclusive means small, poorly fitted or top-dose-only effect, or another doubt; inactive means no such curve, though single readings can be large; an effect the other way counts as inactive or inconclusive. On the % scale 0 is the no-effect control and ±100 the full control effect; potency means the concentration at half of the fitted maximal effect.

SMILES	TDP1 cell CPT	TDP1 inh	TDP1 cell noCPT
Cc1ccc(CN2CCSCC2)cc1	5%	.	1%
O=C(NC1CC1)c1ccc(CSCc2ccc(Cl)cc2)o1	?	.	21µM*
O=C(CN1CCOCC1)N1CCOCC1	23%	.	2%
Cc1ccc(S(=O)(=O)N[C@H](C(=O)N2CCC(C(=O)N[C@H](C(=O)O)c3ccccc3)CC2)C(C)C)cc1	2%	.	-14%
CCOC(=O)c1c(-c2ccccc2)oc2cc(Br)c(O)cc12	-23%	.	-13%
Cc1ccc(CSCC(=O)N(C)CC(=O)Nc2ccccc2Cl)cc1	-7%	1%	?
O=C(COC(=O)/C=C/c1cccc(F)c1)NCc1ccc2c(c1)OCO2	-15%	.	-1%
O=C(COC(=O)Cc1n[nH]c(=O)c2ccccc12)Nc1ncc(Cl)cc1Cl	?	0%	-6%
CCOc1ccc2c(c1)C(c1ccc(C)cc1)=NNC(c1ccc(OC)cc1)=N2	?	7%	-28%
COCCn1c(CCc2ccccc2)n[nH]c1=S	-18%	-1%	15%
CCN(C(=O)COC(=O)c1nc2nc(C)cc(C)n2n1)C1CCCCC1	-11%	0%	-2%
Cc1cc(=O)n2nc(N3CCC(C(=O)NCc4cccc(Cl)c4)CC3)sc2n1	?	2%	3%
O=C(COc1ccc(C(=S)N2CCOCC2)cc1)Nc1ccccc1C(F)(F)F	-4%	-7%	-23%
COc1cccc(C(=O)/C=C/Nc2ccc(S(=O)(=O)Nc3cnc4ccccc4n3)cc2)c1	?	1%	?
COC(=O)C1CCN(CC(=O)Nc2ccc(C(=O)Nc3ccccc3OC)cc2)CC1	?	-5%[56.1 µM]	?
O=C(CCNC(=O)c1ccc(Cl)cc1)NNC(=O)c1ccc(F)cc1	12%	-3%	16%
COC(=O)c1ccc(C2/C(=C(/O)c3ccc4c(c3)CC(C)O4)C(=O)C(=O)N2Cc2ccncc2)cc1 (stereo not given)	-19%	8%	28%
CCC1(CC)C(=O)N(c2ccccc2)C(=N)N(c2ccccc2)C1=O	23%	.	4%
COc1ccc(N(CC(=O)Nc2cccc(N(C)S(C)(=O)=O)c2)S(=O)(=O)c2ccccc2)cc1Cl	10µM*	3%	21µM*
CN1C(C(=O)N2CCc3ccccc3C2)=CC(c2ccc(F)cc2)=NS1(=O)=O	?	4%	26µM*

Sorted by length of the SMILES (low to high): 3 of the compounds above.
SMILES	TDP1 cell CPT	TDP1 inh	TDP1 cell noCPT
Cc1ccc(CN2CCSCC2)cc1	5%	.	1%
Cc1cc(=O)n2nc(N3CCC(C(=O)NCc4cccc(Cl)c4)CC3)sc2n1	?	2%	3%
COC(=O)c1ccc(C2/C(=C(/O)c3ccc4c(c3)CC(C)O4)C(=O)C(=O)N2Cc2ccncc2)cc1 (stereo not given)	-19%	8%	28%

Other records:
SMILES	TDP1 cell CPT	TDP1 inh	TDP1 cell noCPT
Cc1cn([C@H]2C[C@H](O)[C@@H](CCC(=O)NCc3ccc(N(C)C)cc3)O2)c(=O)[nH]c1=O	11%	.	-3%
COC(=O)C/C(C)=N/Nc1ccc(S(=O)(=O)N2CCCC2)cc1[N+](=O)[O-]	-6%	8%	-19%
Cc1ccc(S(=O)(=O)N(C)CC(=O)OCC(=O)c2ccc3c(c2)NC(=O)CO3)cc1	12%	0%	5%
Cc1cccn2c(Nc3ccccc3)c(-c3ccc(N4CCOCC4)cc3)nc12	?	6%	5.8µM*
Cc1c(OC(C)C(=O)O)ccc2c(-c3ccccc3)cc(=O)oc12 (stereo not given)	-12%	.	-1%
COc1ccc(S(=O)(=O)N(C)C[C@H]2OCc3cn(nn3)CCCC(=O)N([C@H](C)CO)C[C@@H]2C)cc1	6%	.	-6%
Nc1ncc2c(n1)-c1cc(Cl)ccc1SC2	-3%	5%	-11%
COc1ccc(C(OC(=O)c2ccco2)C(=O)NC2CCCC2)cc1OC (stereo not given)	?	-2%	-26%
O=C(O)C1=CC[C@@H](c2ccc(Cl)cc2)N(S(=O)(=O)c2ccc(Cl)cc2)[C@H]1c1ccccc1	-17%	2%	3%
Oc1ccc(Br)cc1/C=N/N1CCN(Cc2cccc3ccccc23)CC1	?	-1%	?
Cc1cc[n+](CC#N)cc1	-10%	.	2%
COc1cc(CC(=O)NCC2COc3ccccc3O2)cc(OC)c1OC (stereo not given)	-11%	5%	-7%
COc1ccc(C(=O)c2cnc[nH]2)cc1	-12%	.	-4%
CCC(=O)Oc1ccc(C(=O)Nc2cccc(C(=O)NCC(C)C)c2)cc1	-3%	-1%	-21%
CCN1CCN(C(=S)NC(=O)/C=C/c2cccs2)CC1	10%	-1%	0%
Cc1ccc(NC(=O)CN(C)C(=O)c2cc3c(s2)CCCCC3)cc1	-11%	0%	-19%
CCOC(=O)C1=C(COC(=O)c2ccc([N+](=O)[O-])s2)NC(=O)NC1C (stereo not given)	?	-4%	?
CC(C)C[C@@H]1COc2cccc(N3CCC[C@@H]3CO)c2S(=O)(=O)N1	-5%	.	?
COC(=O)c1ccccc1-c1ccc(/C=N/NC(=O)c2cc3ccccc3o2)o1	?	11%	15µM*
Cc1ccc(C)c(NC(=S)N2C3CCCC2CC(NC(=O)C2CC2)C3)c1 (stereo not given)	6%	0%	0%

Record cards, from the list above.
COc1ccc(S(=O)(=O)N(C)C[C@H]2OCc3cn(nn3)CCCC(=O)N([C@H](C)CO)C[C@@H]2C)cc1 across the screens: TDP1 cell CPT: 6%; TDP1 inh: .; TDP1 cell noCPT: -6%
COc1cc(CC(=O)NCC2COc3ccccc3O2)cc(OC)c1OC (stereo not given) across the screens: TDP1 cell CPT: -11%; TDP1 inh: 5%; TDP1 cell noCPT: -7%

Returning to the listing with the 3 entries that preceded the break.
SMILES	TDP1 cell CPT	TDP1 inh	TDP1 cell noCPT
CC(C)C[C@@H]1COc2cccc(N3CCC[C@@H]3CO)c2S(=O)(=O)N1	-5%	.	?
COC(=O)c1ccccc1-c1ccc(/C=N/NC(=O)c2cc3ccccc3o2)o1	?	11%	15µM*
Cc1ccc(C)c(NC(=S)N2C3CCCC2CC(NC(=O)C2CC2)C3)c1 (stereo not given)	6%	0%	0%
CCOC(=O)C(C)c1n[nH]c(=O)c2ccccc12 (stereo not given)	?	2%	1%
CC(=O)c1ccc(NC(=O)Cn2c(=O)oc3cc(S(=O)(=O)N4CCCCC4)ccc32)cc1	-16%	-1%	-23%
Cc1ccc2nc(CSc3nnc(Nc4ccccc4F)s3)cc(=O)n2c1	?	?	16µM*
O=C(COC(=O)/C=C/c1ccccc1[N+](=O)[O-])NC1CCS(=O)(=O)C1 (stereo not given)	10%	-4%	2%
O=C(NCC(c1cccs1)S(=O)(=O)c1cccs1)c1c(F)cccc1F (stereo not given)	?	3%	?
CC1=C(C(=O)Nc2ccc(C)cc2C)C(c2ccccc2[N+](=O)[O-])n2ncc(C(=O)Nc3ccccc3)c2N1 (stereo not given)	?	-1%	26µM*
O=C(N/N=C\c1cccs1)c1sccc1-n1cccc1	-1%	6%	-18%
COc1ccc(OCc2cc(C(=O)N(C)CCC3CCOCC3)no2)c(Cl)c1	?	2%	?
CCCC1CCc2c(sc(NC(=O)c3cccs3)c2C(N)=O)C1 (stereo not given)	-9%	2%	-19%
O=C(c1ccccn1)N(Cc1ccco1)C1(C(=O)NC2CCCCC2)CCCCC1	?	4%	?
CC(C)c1c(C(=O)N/N=C/c2ccccc2C(=O)O)nnn1-c1nonc1N	3%	1%	-1%
CC(Sc1nnnn1C)C(=O)Nc1ccc2c(c1)OCCO2 (stereo not given)	-6%	-2%	-2%
CCOc1ccc(NC(=O)CN(C)C(=O)/C=C/c2ccco2)cc1OCC	-10%	0%	1%
Cc1cn([C@H]2C[C@H](O)[C@@H](CCC(=O)NCCc3c[nH]c4ccccc34)O2)c(=O)[nH]c1=O	-22%	0%[56.1 µM]	-10%
COc1ccccc1OCC(=O)N1CCNC1=O	-2%	0%	1%
O=C(CN1NS(=O)(=O)c2ccccc2C1=O)Nc1ccccc1OC(F)F	-26%	2%	-17%
CCCCN1C(N)=NC[C@@H]1c1ccccc1	16µM*	.	13µM*
O=S(=O)(CCN1CCSCC1)c1ccccc1	20%	2%	-3%
CCOc1ccc(-c2cc3c(=O)n(Cc4nc(-c5ccc(OC)cc5OC)oc4C)ccn3n2)cc1Cl	-8%	1%	4%
O=C(c1cc(Cl)cc(Cl)c1)N1CCC(=O)N(C(COCc2ccccc2)Cc2ccccc2)CC1 (stereo not given)	13µM*	3%	?

Single values from above.
CCCC1CCc2c(sc(NC(=O)c3cccs3)c2C(N)=O)C1 (stereo not given) in TDP1 cell CPT reads -9%
CCOc1ccc(-c2cc3c(=O)n(Cc4nc(-c5ccc(OC)cc5OC)oc4C)ccn3n2)cc1Cl in TDP1 cell noCPT reads 4%

Carrying on.
SMILES	TDP1 cell CPT	TDP1 inh	TDP1 cell noCPT
C=CCOc1ccc(S(C)(=O)=O)cc1	-11%	1%	-5%
Cc1ccc(-c2nc3ccc(Br)cn3c2Cc2cccc(F)c2)cc1	16µM*	.	?
C[C@]12CC[C@@H]3c4ccc(O)cc4CC[C@H]3[C@@H]1C[C@@H](O)[C@@H]2O[C@@H]1O[C@H](C(=O)O)[C@@H](O)[C@H](O)[C@H]1O	14%	3%	1%
O=C(NCc1ccco1)c1cc(-c2ccccc2)c(N2CCOCC2)s1	-1%	9%	-11%
O=C1[C@@H]2[C@H](C(=O)N1O)[C@H]1C=C[C@@H]2C1	5%	?	-3%
Cc1cc(=O)[nH]c(-n2nc(C)cc2C)n1	23µM*	3%	23µM*
CSc1nnc(NC(=O)c2cc(=O)c3cc(C)cc(C)c3o2)s1	8%	3%	-15%
c1cncc(-c2nnc3n2CCC3)c1	1%	-1%	5%
CCC(C)OC(=O)c1[nH]c2c(c1C)C(=O)CC(c1ccc(N(C)C)cc1)C2 (stereo not given)	23µM*	5%	15µM*
O=C1CC(C(F)(F)C(F)(F)C(F)(F)F)=Nc2ccccc2N1	-2%	3%	-20%
CCOC(=O)C1=C(COC(=O)c2ccc(OC)c(OC)c2OC)NC(=O)NC1C (stereo not given)	?	.	-17%
CCOC(=O)N1CCC(N(CCN(C)C)C(=S)Nc2ccc(F)c(Cl)c2)CC1	-3%	3%	8%
CC(=O)Nc1ccc(CNc2nc3cc(-c4ccc(F)cc4)sc3c(=O)n2C)cc1	?	.	?
Cc1c(/C=N/NC(=O)c2sc3ccccc3c2Cl)cnn1C	?	8%	?
Cc1cccc(C)c1NC(=O)CSc1nc(C)c(CC(=O)c2ccc(Br)cc2)c(C)c1C#N	21µM*	0%	?
CC(C)c1cc(CN2C(C)COCC2C)cc(C(C)C)c1O (stereo not given)	21µM*	.	?
CCOC(=O)c1sc(NC(NC(=O)c2ccco2)(C(=O)OC)C(F)(F)F)nc1C (stereo not given)	-3%	5%	?
O=C(CNC(=O)c1ccccc1O)N/N=C/c1cc(Br)ccc1OC(=O)/C=C/c1ccco1	7.3µM*	9%	4.6µM*
O=C(Cc1cccc(NC(=O)C2CCCN(C(=O)C3CC3)C2)c1)Nc1cccc(C(=O)N2CCOCC2)c1 (stereo not given)	-1%	.	5%
O=C(c1ccccc1)N1CCCCC(Sc2nnnn2-c2ccccc2)C1=O (stereo not given)	-8%	0%	-14%
O=C(CN(Cc1ccccc1Cl)S(=O)(=O)c1ccc(Cl)cc1)N/N=C/c1ccc(C(=O)O)cc1	-12%	7%	5%
Cc1noc(C)c1COc1ccc(C(=O)OCC(=O)Nc2ccc3ccccc3c2)cc1	-8%	6%	-25%
C[C@H](NC(=O)[C@@H]1CSC2c3ccccc3C(=O)N21)C(=O)NCCc1ccccc1 (stereo not given in full)	-3%	5%	13%
Cc1cc(=O)n2[nH]c(C)c(-c3ccc(Cl)cc3)c2n1	23µM*	0%	?
CCN1CCN(c2ncc3c(n2)CCN(Cc2ccccc2C)C3)CC1	?	4%	?
CCCCNC(=O)CN1C(=O)NC2(CCCc3ccccc32)C1=O (stereo not given)	2%	0%	-1%
Cc1ccn(Cc2n[nH]c(=S)n2Cc2ccccc2)n1	6%	-3%	-12%
CCCCNC(=O)NNC(=O)C1CC1(c1ccccc1)c1ccccc1 (stereo not given)	-6%	.	4%
CC1Cc2nc(SCC(N)=O)n(Cc3ccccc3)c(=O)c2S1 (stereo not given)	-2%	.	-21%
Cc1cc(N2CCN(C)CC2)ccc1NC(=O)c1ccc(-c2ccc(Cl)cc2)o1	?	1%	?
COc1ccc(C2C=C(C)Nc3nc(SC)nn32)cc1 (stereo not given)	-6%	7%	-27%
O=C(COC(=O)c1cnccn1)NC(=O)c1ccccc1	0%	.	-2%
Cc1cc(C)n(CC(=O)N2CCc3ccccc32)c(=O)c1C#N	-19%	.	-6%

Source: PubChem
